# LYPLA1 inh: LYPLA1 inhibitors, primary screen, counter-screen for PME1 inhibitor project, biochemical, fluorescence polarization, FP-Rh probe ABPP; inhibition, % at 5.9 µM; 320,000 tested, 0.16% active; AID 2174, 2009; recombinant LYPLA1; Acyl-protein thioesterase 1 (Homo sapiens), O75608;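 active = inhibition above the mean of all tested compounds plus 3 SD, set per campaign, cut at about 14% in these data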;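 note: inhibitors block serine hydrolase probe labeling of LYPLA1 so polarization falls; 0% = enzyme with DMSO and 100% = wells lacking LYPLA1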
# Target sequence (O75608 whole entry, looked up): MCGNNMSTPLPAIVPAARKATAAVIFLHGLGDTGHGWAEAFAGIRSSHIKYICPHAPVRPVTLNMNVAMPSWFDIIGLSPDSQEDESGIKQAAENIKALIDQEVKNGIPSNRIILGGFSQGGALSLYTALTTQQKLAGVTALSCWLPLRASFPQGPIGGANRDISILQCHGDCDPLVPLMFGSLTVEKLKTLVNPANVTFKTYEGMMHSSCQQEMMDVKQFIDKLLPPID
# LYPLA2 inh: LYPLA2 inhibitors, primary screen, counter-screen for PME1 inhibitor project, biochemical, fluorescence polarization, FP-Rh probe ABPP | Acyl-protein thioesterase 2 (Homo sapiens), O95372 | recombinant LYPLA2 | inhibition, % at 5.9 µM | 320,000 tested, 0.38% active | AID 2177, 2009;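 active = inhibition above the screen-wide mean plus 3 SD, limit set per campaign, cut at about 26% in these data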;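 note: 0% = LYPLA2 with DMSO and 100% = wells lacking LYPLA2 enzyme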
# Target sequence (O95372 whole entry, looked up): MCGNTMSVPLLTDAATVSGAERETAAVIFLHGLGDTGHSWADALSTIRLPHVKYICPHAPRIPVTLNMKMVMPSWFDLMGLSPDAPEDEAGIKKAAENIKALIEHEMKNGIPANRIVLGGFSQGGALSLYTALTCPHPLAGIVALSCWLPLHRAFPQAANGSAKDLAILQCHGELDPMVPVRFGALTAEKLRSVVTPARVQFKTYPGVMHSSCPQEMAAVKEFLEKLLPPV
# PME-1 primary: PME-1 inhibitors via competitive probe labeling, primary screen, biochemical, fluorescence polarization, FP-Rh probe, HTS | recombinant PME-1 | Protein phosphatase methylesterase 1 (Homo sapiens), Q9Y570 | inhibition, % at 5.9 µM | 320,000 tested, 0.53% active;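 active = inhibition above the campaign mean of all compounds plus 3 SD, cut at about 26% in these data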;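 note: competitive labeling of PME-1 active site by serine hydrolase directed probe; 0% = PME-1 with DMSO and 100% = wells lacking PME-1 enzyme; inhibitors block probe labeling so polarization falls and inhibition rises; many of its hits are not listed in these tables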
# Target sequence (Q9Y570 whole entry, looked up): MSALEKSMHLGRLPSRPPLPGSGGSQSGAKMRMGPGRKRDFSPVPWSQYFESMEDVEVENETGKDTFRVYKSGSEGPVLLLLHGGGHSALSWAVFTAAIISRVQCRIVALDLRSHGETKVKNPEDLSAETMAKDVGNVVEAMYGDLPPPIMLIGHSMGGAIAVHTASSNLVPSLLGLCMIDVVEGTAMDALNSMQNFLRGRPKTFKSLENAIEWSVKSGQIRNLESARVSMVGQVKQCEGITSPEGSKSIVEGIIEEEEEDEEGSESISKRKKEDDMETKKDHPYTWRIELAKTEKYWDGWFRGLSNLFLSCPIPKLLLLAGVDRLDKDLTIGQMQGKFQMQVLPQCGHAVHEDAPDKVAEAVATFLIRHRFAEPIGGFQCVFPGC
# PAD4 inh: human PAD4 inhibitors, primary screen, biochemical, fluorescence polarization, 1536-well format; Protein-arginine deiminase type-4 (Homo sapiens), Q9UM07; recombinant PAD4, RCA probe fluorescence polarization; inhibition, % at 6.36 µM; 330,000 tested, 0.41% active; AID 485272, 2010;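 active = percent inhibition above a cutoff equal to the mean of all tested compounds plus 3 SD, cut at about 15% in these data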;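 note: 0% = PAD4 with RCA probe and DMSO and 100% = probe without PAD4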
# PAFAH1B2 inh: PAFAH1B2 enzyme inhibitors, primary screen, biochemical, fluorescence polarization, human. Platelet-activating factor acetylhydrolase IB subunit alpha2 (Homo sapiens), P68402. recombinant PAFAH1B2, FP-rhodamine activity probe. inhibition, % at 3.39 µM. 340,000 tested, 1.2% active. AID 492953, 2010;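 active = inhibition above the mean of all tested compounds plus 3 SD, cut at about 24% in these data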;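 note: 0% = enzyme with DMSO and 100% = wells lacking PAFAH1B2; many of its hits are not listed in these tables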
# Target sequence (P68402 whole entry, looked up): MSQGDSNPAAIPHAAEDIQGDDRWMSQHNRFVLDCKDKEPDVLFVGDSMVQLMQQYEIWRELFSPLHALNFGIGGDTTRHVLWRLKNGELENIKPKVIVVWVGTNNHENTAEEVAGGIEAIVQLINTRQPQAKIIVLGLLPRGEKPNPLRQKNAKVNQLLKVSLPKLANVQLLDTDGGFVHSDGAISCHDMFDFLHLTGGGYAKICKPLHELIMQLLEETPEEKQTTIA
# PAFAH1B3 FP inh: PAFAH1B3 enzyme inhibitors, primary screen, biochemical, fluorescence polarization, human | inhibition, % at 3.39 µM | recombinant PAFAH1B3, FP-rhodamine probe | 340,000 tested, 0.28% active | Platelet-activating factor acetylhydrolase IB subunit alpha1 (Homo sapiens), Q15102;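 active = inhibition above the screen-wide average of all tested compounds plus 3 SD, cut at about 25% in these data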;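 note: 0% = enzyme with DMSO only and 100% = wells lacking PAFAH1B3 protein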
# GSTO1 inh: inhibitors of recombinant GSTO1, primary screen, counter-screen for RBBP9 inhibitor project, biochemical, fluorescence polarization. Glutathione S-transferase omega-1 (Homo sapiens), P78417. activity-based probe fluorescence polarization. inhibition, % at 5.96 µM. 300,000 tested, 1.1% active;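 active = inhibition above the campaign mean inhibition plus 3 SD, cut at about 35% in these data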;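 note: 0% = GSTO1-1 with DMSO and 100% = wells lacking GSTO1-1 enzyme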
# PREPL inhibitor: PREPL enzyme inhibitors, primary screen, biochemical, fluorescence polarization. Prolyl endopeptidase-like (Homo sapiens), Q4J6C6. recombinant PREPL, fluorescence polarization activity-based probe. inhibition, % at 5.96 µM. 320,000 tested, 0.68% active. AID 2751, 2010; in the data active = inhibition above about 43%;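 note: 0% = enzyme with DMSO and 100% = wells lacking enzyme; many of its hits are not listed in these tables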
# pPAFAH FP inh: pPAFAH enzyme inhibitors, primary screen, biochemical, fluorescence polarization, human; Platelet-activating factor acetylhydrolase (Homo sapiens), Q13093; AID 463082, 2010; 330,000 tested, 1.5% active; recombinant pPAFAH, FP-rhodamine probe fluorescence polarization; inhibition, % at 3.39 µM;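 active = inhibition above the mean inhibition across the screen plus 3 SD, cut at about 25% in these data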;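 note: inhibitors block binding of the rhodamine activity-based probe so polarization drops; 0% = enzyme with DMSO and 100% = wells lacking pPAFAH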
# * marks the source's active call; other numbers are inactive results; nt = not tested or not shown. An excerpt; count on the stated rates, not on these rows.
SMILES,LYPLA1 inh,LYPLA2 inh,PME-1 primary,PAD4 inh,PAFAH1B2 inh,PAFAH1B3 FP inh,GSTO1 inh,PREPL inhibitor,pPAFAH FP inh
O=C(O)c1cc(C(F)(F)F)nc2c(C(F)(F)F)cccc12,1,-1,2,2,10,7,-9,5,2
CCOC(=O)c1ccc(NC(=O)Nc2ncccc2C)cc1,-2,0,-7,2,-2,2,5,4,4
COc1ccc2c(=O)c3c(=O)n(Cc4ccco4)c(-c4cc(OC)c(OC)c(OC)c4)nc3oc2c1,3,4,3,-1,0,0,-5,17,2
Cc1[nH]c(=O)[nH]c(=O)c1NC(=O)c1sc2nc3c(C)cccc3cc2c1N,0,3,-2,-5,1,0,2,18,9
Cc1ccc(Oc2cc(NN3CCCCC3)c([N+](=O)[O-])cc2[N+](=O)[O-])c(Cl)c1,-2,-1,-4,4,7,3,5,8,5
CCOC(=O)NC1(C(F)(F)F)C(=O)N(Cc2ccccn2)C2=C1C(=O)CC(C)(C)C2 (centres undefined),-1,3,-6,-3,2,2,5,8,5
CN1C(=O)C(O)(CC(=O)c2cccnc2)c2ccccc21 (centres undefined),0,2,1,-4,-2,-1,-1,13,3
CN(C)N=Nc1ccc(S(N)(=O)=O)cc1,4,23,-2,1,2,5,2,3,1
CCSC(C)CC1C/C(=N/O)c2c(C)noc2C1 (centres undefined),3,6,-4,1,4,4,0,0,-2
O=C(Nc1cccc(S(=O)(=O)N2CCCCC2)c1)C1CC1,0,2,0,1,6,3,nt,1,3
c1ccc(Nc2cccc(Nc3ccccc3)c2)cc1,-1,5,7,-7,5,5,4,21,14
COc1ccc(NC(=O)c2cc(-c3cccnc3)nc3c(C)c(C)ccc23)c(OC)c1,-2,-2,-9,3,4,1,9,1,10
O=C(NCCCCNC(=O)c1ccccc1Cl)c1ccccc1Cl,1,0,-4,1,-4,3,-1,-1,4
CC(=O)Oc1ccc2c(C)cc(=O)[nH]c2c1,-1,-2,0,-3,-3,3,2,-3,5
CCOc1ccccc1Nc1nc(-c2sc(NC(=O)c3cccc(Cl)c3)nc2C)cs1,-6,-5,1,-8,2,-3,-8,6,-2
COC(=O)CNC(=O)C1Cc2ccccc2CN1S(=O)(=O)c1cccs1 (centres undefined),0,-4,6,-4,0,2,2,12,-1
O=C(Cn1c(C(=O)N2CCN(C3CCCC3)CC2)cc2sccc21)c1ccccc1,-1,0,-2,-1,2,9,-1,20,0
CCC(C(=O)Nc1ccc2[nH]ncc2c1)c1ccccc1 (centres undefined),-2,2,-8,4,14,13,2,5,1
COCc1cc(C)nc2sc(C(=O)OC)c(N)c12,1,5,4,0,8,8,1,20,-6
COc1ccc(CCC(=O)Nc2cc3c4c(c2)CC(=O)N4CCC3)cc1,-1,10,5,-3,3,10,1,37,8
COc1ccc(-c2n[nH]c(C)c2-c2ccc(Cl)cc2)c(O)c1OC,0,3,-4,1,6,4,5,-2,32*
COc1ccc(C(=O)NC(CCSC)C(=O)N2CCCCCC2)cc1 (centres undefined),0,3,0,0,-4,2,1,-3,2
CCOC(=O)c1cccc(NC(=O)CCCn2c(=O)c3cccn3c3cccnc32)c1,-1,1,2,1,3,-1,7,6,6
O=C(NNC(=S)Nc1ccc(Br)cc1Cl)c1ccco1,-2,-3,-2,4,-2,6,9,-1,15
CCOC(=O)c1ccc(NC(=O)CN2CCc3ccccc3C2)cc1,1,2,-3,0,-5,-5,8,-12,0
O=C(C1=C(O)C(=O)N(CCN2CCOCC2)C1c1cccs1)c1cc2ccccc2o1 (centres undefined),0,-4,6,-4,3,6,4,17,7
COc1ccc(CCNC(=O)CCCn2c(=O)[nH]c3cc(OC)c(OC)cc3c2=O)cc1OC,1,-6,-8,2,5,-7,-11,0,2
C=CCn1c(COc2cccc3cccnc23)nnc1SCC(=O)O,3,8,1,-1,-2,4,-1,7,0
Cc1nn(-c2ccccc2)c(C)c1C(=O)OCC(=O)Nc1ccccc1,3,39*,5,6,7,3,nt,4,2
O=C(NCCC1=CCCCC1)C(=O)NCC(c1ccco1)N1CCN(c2ccccc2F)CC1 (centres undefined),-3,3,10,6,-5,8,-3,-16,0
CN(C)CC(C)(C)CNC(=O)c1cc(Br)cc(Br)c1O,0,-1,2,-1,-3,-5,-2,-1,3
Cc1nc2ccccn2c1C(=O)NCc1cccnc1,1,2,4,3,5,11,1,13,5
CCOC(=O)Cn1ncn(-c2ccc(OC(F)(F)F)cc2)c1=O,-2,-8,-3,0,0,1,9,4,-9
COc1cccc(C(=O)OCC(=O)NCCc2ccccc2)c1OC,-1,0,5,3,-1,9,1,0,15
Cc1ccc2ccccc2c1NC(=O)Cn1nnc(-c2cccnc2)n1,-4,-3,-7,-5,4,0,1,-7,10
Cc1cccc(N(CC(=O)NCc2ccco2)C(=O)CCC(=O)Nc2nccs2)c1,-1,-6,-7,2,5,7,-4,5,-10
Cc1ccc(NC(=O)CCOc2ccccc2)cc1S(=O)(=O)Nc1ccccc1Cl,-3,-4,-1,2,1,4,-4,-6,8
Cc1csc(SCC(=O)NCCc2ccc(Cl)cc2)n1,5,2,-2,-1,32*,9,3,-11,7
O=C(NCCc1nc(-c2ccccc2)no1)c1ccco1,-2,0,4,5,3,-3,5,2,1
C=CCNC(=S)NNc1nc2sc3c(c2c(=O)[nH]1)CC(C)(C)OC3,0,-2,2,-1,3,0,19,8,-4
Cc1cc(C(=O)N2CCCC(N3CCN(c4ccccc4C)CC3)C2)nc(C)n1 (centres undefined),5,5,1,3,1,16,5,21,3
CCCCn1c(N)c(N(CCOC)C(=O)Cn2c(=O)cnc3ccccc32)c(=O)[nH]c1=O,2,1,1,-5,1,6,nt,7,6
O=C(CSc1nnc(-c2ccccc2)n1-c1ccc(Cl)cc1)N/N=C/c1ccco1,1,2,0,1,6,8,-3,25,1
Cc1csc(CN(C)C(=O)CC2C(=O)NCCN2Cc2ccc(Cl)c(F)c2)n1 (centres undefined),7,11,-7,3,1,5,14,17,3
COc1ccc(NS(=O)(=O)c2cc(C(=O)N3CCCCCC3)ccc2C)cc1,nt,nt,nt,-2,10,-4,nt,13,7
COc1ccc(NC(=O)CN(C)C(=O)CCCc2nc3ccccc3s2)cc1,1,2,0,-4,3,0,-1,7,-1
Cc1nn2c(-c3cccnc3)ccnc2c1-c1ccccc1,1,3,3,3,-3,5,5,-4,4
O=C(NNc1c(Cl)cccc1Cl)c1sccc1Cl,1,2,6,-4,5,3,16,21,-2
Cc1ccc(C2CC(=O)C=C(O)C2)cc1 (centres undefined),1,-3,-8,-1,1,10,13,-8,6
CC12CCC(=O)N1C(C(=O)NNC(=O)COc1ccccc1Cl)CS2 (centres undefined),4,5,1,-1,3,0,nt,2,-2
COc1ccc2sc(NC(C)=O)nc2c1,-2,2,2,-2,-5,7,-3,17,-4
CC1Cc2ccccc2N1C1=CC(=O)CC(C)(C)C1 (centres undefined),-3,-2,2,-1,1,-3,5,3,-2
CCCS(=O)(=O)N1CCN(CC2CC=CCC2)CC1 (centres undefined),3,7,7,3,3,-2,-3,14,4
Cc1cc(=O)oc2cc(OCC(=O)Nc3cccnc3)ccc12,nt,nt,nt,3,-1,1,nt,21,-1
CC1CCC(C(C)C)C(OCC(O)CN2CCOCC2)C1 (centres undefined),0,3,-6,0,10,3,-7,-1,1
NS(=O)(=O)c1ccc2nc(NC(=O)c3ccc4c(c3)OCCO4)sc2c1,-3,-13,-10,-2,1,2,42*,-2,0
O=C(NCc1ccco1)C1CC(=O)N(c2cccc(Cl)c2)C1 (centres undefined),0,-5,-1,-8,5,1,0,-3,2
CC(C)Sc1ncnc2c1cnn2-c1ccccc1,-1,-3,-1,-3,-2,4,9,4,-4
CCOCC(=O)Nc1cc(OC)c(Cl)cc1OC,-1,-5,-8,-1,7,3,12,0,3
Cc1c(C(=O)OCC(=O)Nc2c(C)n(C)n(-c3ccccc3)c2=O)oc2ccccc12,-4,-4,-6,-11,4,-1,1,2,1

# Next section:
SMILES,LYPLA1 inh,LYPLA2 inh,PME-1 primary,PAD4 inh,PAFAH1B2 inh,PAFAH1B3 FP inh,GSTO1 inh,PREPL inhibitor,pPAFAH FP inh
COc1cccc(-n2cnc3cccc(N)c32)c1,-1,-2,3,-4,1,0,4,11,-1
COCCNC(=O)COC(=O)c1ccc(OCC(=O)Nc2ccccc2OC)c(OC)c1,0,2,-2,-6,3,12,11,11,1
CCCc1nn2c(=O)cc(CSCC(=O)Nc3cccc(C)c3)nc2s1,-2,-5,5,0,5,9,1,6,7
Cc1c(C(=O)O)sc2nc3n(c(=O)c12)CCCCC3,-4,-6,1,4,0,8,-1,2,2
O=C(NCc1ccccc1)c1cc2ccc(O)cc2oc1=O,0,-3,3,1,-2,1,1,3,6
O=C(c1ccc(S(=O)(=O)Cc2ccccc2F)c([N+](=O)[O-])c1)N1CCCCCC1,-4,-2,6,4,-5,9,4,-10,-3
COCCNC(=O)c1ccc2c(c1)CCN2S(C)(=O)=O,2,0,0,4,1,6,5,12,2
CC(=O)NS(=O)(=O)c1ccc(NC(=O)CCc2ccccc2)cc1,-1,-3,2,1,7,9,0,2,4
COc1ccc(C(CCN(Cc2ccc(OC)c(OC)c2)C(C)=O)c2ccccc2)cc1 (centres undefined),-1,8,-2,-2,-5,8,0,5,8
CCOc1ccc2oc(=O)cc(CN3CCN(Cc4ccccc4)CC3)c2c1,0,-3,2,3,6,4,6,11,0
O=[N+]([O-])c1ccc(C(=S)N2CCN(Cc3ccccc3)CC2)cc1,5,10,2,2,6,3,8,-6,3
CC1(C)Cc2c(cnn2-c2ccccc2)C(NC(=O)CCc2ccc(=O)[nH]n2)C1 (centres undefined),-1,-3,-5,2,-1,5,5,-8,3
COc1cccc(C(=O)OC(C)C(=O)NCC2CCCCC2)c1 (centres undefined),0,2,-1,1,2,8,nt,4,14
CCN(CC)S(=O)(=O)c1ccc2oc(SCc3ccc(F)cc3)nc2c1,0,18,3,-1,9,9,3,9,12
Cc1cnccc1NC(=O)c1cccs1,-2,-1,3,4,-3,2,-5,17,-8
CN(C(=O)COC(=O)c1n[nH]c2ccccc12)C1CCS(=O)(=O)C1 (centres undefined),-2,0,-10,1,0,15,-5,10,0
CC1(C)Cc2[nH]c(=O)c(C#N)cc2CS1,3,-4,-6,-2,3,0,12,0,2
Cc1nnc(SCC(=O)Nc2nc3ccccc3s2)n(N)c1=O,3,8,-6,9,-2,-1,5,-4,4
CCCN(CC1CC1)C(=O)COC(=O)c1ccc(CNS(=O)(=O)c2ccc(F)c(Cl)c2)cc1,-3,2,5,-8,10,-1,2,8,14

# Source: PubChem (The Scripps Research Institute Molecular Screening Center)
